tim23-1 inh = inhibits growth of tim23-1 mutant yeast; S. cerevisiae tim23-1 growth, BacTiter-Glo luminescence, 24 h; inhibition, % at 20 µM; 1.3% of 330,000 active; AID 463212;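 active = growth inhibition of the mutant yeast at or above 50%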;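 note: temperature-sensitive mutant grown at 25 °C; plate controls were DMSO-treated mutant yeast for no effect and medium wells lacking yeast for full effect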
NLRP3 yeast inh = inhibitors of NALP3 inflammasome in yeast; inhibition, % at 10 µM; AID 2825; Yeast reconstituted NLRP3/ASC/caspase-1, beta-gal luminescence, 24 h; 0.39% of 330,000 active;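 active = inhibition of 50% or more; inactive = inhibition below 50%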;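 note: plate controls were induced DMSO wells for no effect and uninduced yeast grown without galactose for full effect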
APJ antagonist = blocks the human apelin receptor APJ; P35414; CHO-K1 APJ beta-arrestin complementation, luminescence; inhibition, % at 20 µM; 0.32% of 330,000 active; AID 2521;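 active = inhibition above about 40% at 20 µM, limit read from the data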;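 note: cells challenged with 10 nM apelin-13 agonist together with compound; plate controls were apelin-13 plus DMSO wells for no effect and DMSO wells lacking apelin-13 for full effect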
Target sequence (P35414 whole entry, looked up): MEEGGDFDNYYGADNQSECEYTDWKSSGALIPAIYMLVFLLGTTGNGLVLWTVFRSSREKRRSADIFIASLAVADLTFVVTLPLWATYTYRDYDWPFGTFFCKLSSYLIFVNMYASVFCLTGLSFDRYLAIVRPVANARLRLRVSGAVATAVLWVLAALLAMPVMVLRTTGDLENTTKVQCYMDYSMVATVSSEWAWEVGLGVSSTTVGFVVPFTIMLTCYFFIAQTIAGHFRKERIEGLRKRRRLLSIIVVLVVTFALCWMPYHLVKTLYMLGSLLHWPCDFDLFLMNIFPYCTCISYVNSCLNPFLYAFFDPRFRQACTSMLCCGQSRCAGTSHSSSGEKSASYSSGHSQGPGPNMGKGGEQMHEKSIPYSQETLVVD
APJ ag = activates the human apelin receptor APJ | P35414 | CHO-K1 APJ PathHunter beta-arrestin, luminescence; 0% DMSO wells, 100% apelin | activation, % at 20 µM | 0.11% of 330,000 active;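 active = activation more than six SD over the plate average, tested at 20 µM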;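 note: 0% = DMSO alone and 100% = apelin-13 at 10 nM; some results filed as inactive read as strong as hits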
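Material: CHO-K1 APJ beta-arrestin complementation cell line; Input: cell density 1000 per well; Incubation: compound stimulation 90 min at 25 °C, detection 60 min; Signal: luminescence from split beta-galactosidase complementation, Galacton Star/Emerald II substrate; Controls: DMSO-only wells as negative, 10 nM Apelin-13 as positive control.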
MIN6 prolif = MIN6 beta-cell proliferation induction; 0.29% of 330,000 active; proliferation, % at 10 µM; AID 2380; MIN6 cells proliferation, ATPlite luminescence, 48 h; cells starved in 0.2% serum; 100% = growth in 10% serum;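 active = compounds whose signal lies at least 3.5 SD above the mean of all wells on their plate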;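 note: 0% = DMSO-treated cells in low-serum medium and 100% = 10% serum control; some compounds called inactive have numbers as strong as hits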
TIM10 inh = inhibits growth of TIM10 yeast strain; S. cerevisiae TIM10 strain growth, BacTiter-Glo luminescence, 24 h; inhibition, % at 10 µM; 1.4% of 330,000 active;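 active = inhibition of 40% or more at the single tested concentration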;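 note: wild-type TIM10 isogenic control strain grown at permissive 25 °C; 0% = DMSO yeast wells and 100% = minimal medium wells without yeast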
GRIN3A LBD mod = modulates the human NR3A ligand-binding domain; 2.5% of 340,000 active; NR3A LBD differential scanning fluorimetry, Tm shift; 0% = protein alone, 100% = glycine-bound protein; Tm shift relative to glycine control, % at 25 µM;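 active = melting temperature shift of at least 10% of the positive control shift, at one fixed dose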
tim10-1 inh = growth inhibitors of tim10-1 mutant yeast; S. cerevisiae tim10-1 ts strain growth, BacTiter-Glo, 24 h; inhibition, % at 20 µM; 2.2% of 330,000 active;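 active = inhibition of at least 40%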;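 note: mutant grown at 25 °C; 0% = DMSO wells with yeast and 100% = wells holding no yeast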
MPTP block = inhibitors of mitochondrial permeability transition pore; 1.4% of 360,000 active; inhibition, % at 10 µM; isolated mouse mitochondria, Ca2+ swelling absorbance, 30 min; AID 602449;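 active = inhibition of 50% or more, scaled per plate between neutral and stimulator controls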;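 note: 0% = DMSO wells given calcium and 100% = 1 mM EGTA wells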
Active calls of the source: *.

SMILES | tim23-1 inh | NLRP3 yeast inh | APJ antagonist | APJ ag | MIN6 prolif | TIM10 inh | GRIN3A LBD mod | tim10-1 inh | MPTP block
O=C(NCc1ccc2c(c1)OCO2)c1sccc1Br | 11 | 41 | -10 | -3 | -2 | 10 | 0 | -13 | 0.1
CC(=O)N1N=C(c2ccc(Br)cc2)OC12CCCC2 | -9 | 28 | 9 | -3 | 0 | -17 | 1 | -19 | 2.2
CCOC(=O)N1CCC(NC(=O)c2cc(S(=O)(=O)N3CCOCC3)ccc2F)CC1 | 14 | 0 | 6 | -3 | -4 | 1 | 8 | -8 | 0.1
CC(C)C(NC(=O)c1ccc(C(C)(C)C)cc1)C(=O)NCc1ccccn1 (stereo not given) | 29 | 8 | 41* | -6 | 2 | 16 | 0 | 15 | -1.4
Cn1c(SCc2nc3ccccc3n2CCO)nc2ccccc21 | -12 | 1 | 4 | -4 | 3 | 0 | -2 | 1 | -2.4
O=C(C1=C(O)C(=O)N(Cc2ccco2)C1c1cccs1)c1cccs1 (stereo not given) | 11 | -8 | 1 | -1 | 1 | -19 | 0 | 6 | 3.1
CCOc1cccc2sc(=NC(=O)c3ccco3)n(CC(=O)OC)c12 | 18 | 4 | -5 | -4 | -2 | 25 | 1 | 13 | 0.8
O=C(Nc1ccccc1)NC1(C(=O)NCc2cccs2)CCCCC1 | -8 | 17 | 11 | -1 | -2 | -7 | -1 | 1 | 0.0
O=C(O)C1=CCNCC1 | 6 | 24 | 0 | -1 | 0 | -2 | -2 | 9 | -2.3
COc1cc(C(=O)NCC(=O)N2CC=C(c3ccccc3)CC2)cc(OC)c1OC | 31 | 11 | 12 | -1 | -1 | 20 | 1 | 35 | 0.0
COc1ccc(NS(=O)(=O)c2cccc(C(=O)NNC(=O)c3ccccc3OC)c2)cc1 | 19 | 4 | -1 | -4 | 1 | 8 | -2 | 12 | -2.9
N#Cc1c(-c2ccco2)nc(SCc2ccc(F)cc2)[nH]c1=O | -3 | -6 | 0 | -3 | -2 | -4 | -30 | -7 | 26
COc1ccc(C(=O)Nc2ccccc2C(=O)Nc2cc(C)ccn2)cc1 | 50 | 25 | -16 | 1 | -5 | 43* | 0 | 30 | -0.6
Cc1nn(Cc2ccccc2)c(C)c1C(=O)N1CCN(CC(=O)Nc2ccccc2Cl)CC1 | 22 | 14 | -23 | -5 | 5 | 16 | 1 | 18 | -0.6
CCOc1cccc2sc(N(CCN(C)C)C(=O)/C=C/c3cccs3)nc12 | 35 | 34 | -1 | 1 | -1 | 26 | -8 | 47* | 3.2
O=C(O)c1ccn(COc2ccc(Br)cc2)n1 | -1 | 29 | -9 | -1 | -1 | 8 | -2 | -4 | -2.3
Cc1ccc(CNC(=O)C(=O)NCC2OCCN2S(=O)(=O)c2cccs2)cc1 (stereo not given) | 6 | 15 | -1 | 1 | -3 | -8 | 0 | -1 | -0.2
Cc1[nH]c(=O)[nH]c(=O)c1S(=O)(=O)N1CCCC(C(=O)N2CCC(Cc3ccccc3)CC2)C1 (stereo not given) | 8 | 5 | 6 | -3 | 3 | -6 | 0 | -2 | -1.0
CC(C)n1c(C(=O)OCC(=O)NCc2ccc3c(c2)OCO3)cc2occc21 | 24 | 8 | -6 | -2 | -3 | -3 | -1 | 10 | 0.6
Cc1ccc(-c2cc(N)n3nc(-c4ccc(C)cc4)cc3n2)cc1 | 5 | 3 | -19 | 1 | -1 | -9 | 27* | -7 | 1.1
COc1ccc(CNC(=O)C2CC(C)=C(C)CC2C(=O)O)cc1OC (stereo not given) | 5 | 9 | 9 | -2 | 0 | -9 | 1 | 2 | -0.5
CS(=O)(=O)N(CC(=O)NC1CC1)c1cccc(F)c1 | 6 | 16 | -11 | 2 | 0 | -15 | -2 | 4 | -1.4
Cc1ccc(C(=O)Nc2ccsc2C(=O)O)cc1 | 8 | 12 | 0 | -2 | -3 | -8 | 5 | -3 | 0.3
CC(C)(C)NC(=S)N1CCC(C(=O)c2ccc(Cl)cc2)CC1 | 17 | 19 | 12 | -3 | 0 | -4 | -1 | 11 | 0.8
COc1ccc(C(=O)NNC(=S)NC(=O)c2ccco2)cc1 | -21 | 26 | 21 | -5 | -1 | 18 | 2 | 5 | -0.5
CN(C(=O)CSc1nnc(-c2cccs2)o1)C1CCS(=O)(=O)C1 (stereo not given) | 4 | 0 | 2 | -4 | -1 | 9 | 0 | 5 | -0.2
O=C(COc1ccccc1)NNC(=O)c1cccs1 | -15 | -4 | -1 | -1 | -1 | 14 | -1 | 8 | 0.7
CCOC(=O)C1C(c2cccc([N+](=O)[O-])c2)C2C(=O)NN=C2CC1(C)O (stereo not given) | 12 | 22 | 8 | 0 | 1 | 0 | 1 | 9 | -0.2
O=C(Nc1ccc(CN2CCOCC2)cc1)c1ccc(Cl)cc1 | -5 | 20 | 12 | 1 | -1 | -39 | -4 | -51 | -0.1
Cc1ccc(-c2c(C)n([O-])c3c([n+]2=O)CCCC3)o1 | 10 | 5 | 0 | 0 | 0 | -3 | -1 | 6 | -3.1

Looked up by compound from the entries so far, 4 records:
SMILES | tim23-1 inh | NLRP3 yeast inh | APJ antagonist | APJ ag | MIN6 prolif | TIM10 inh | GRIN3A LBD mod | tim10-1 inh | MPTP block
Cc1ccc(-c2c(C)n([O-])c3c([n+]2=O)CCCC3)o1 | 10 | 5 | 0 | 0 | 0 | -3 | -1 | 6 | -3.1
CC(C)(C)NC(=S)N1CCC(C(=O)c2ccc(Cl)cc2)CC1 | 17 | 19 | 12 | -3 | 0 | -4 | -1 | 11 | 0.8
CN(C(=O)CSc1nnc(-c2cccs2)o1)C1CCS(=O)(=O)C1 (stereo not given) | 4 | 0 | 2 | -4 | -1 | 9 | 0 | 5 | -0.2
O=C(Nc1ccc(CN2CCOCC2)cc1)c1ccc(Cl)cc1 | -5 | 20 | 12 | 1 | -1 | -39 | -4 | -51 | -0.1

Continued:
SMILES | tim23-1 inh | NLRP3 yeast inh | APJ antagonist | APJ ag | MIN6 prolif | TIM10 inh | GRIN3A LBD mod | tim10-1 inh | MPTP block
CCc1c2ccccc2nn1-c1ccccc1C(=O)C(C)=O | 23 | 8 | 7 | 3 | 4 | 20 | -1 | 9 | -1.6
Cc1ccc(C2(c3ccc(C)cc3)CC2C(=O)NC(C)C)cc1 (stereo not given) | 22 | 1 | -23 | -2 | 1 | -6 | -5 | 22 | 1.0
COc1cc(CCC(C)=O)ccc1OC(=O)c1c(F)cccc1Cl | 25 | 39 | 3 | -1 | 3 | 19 | 1 | 24 | 1.9
O=C(CN1C(=O)/C(=C/c2ccccc2)SC1=S)NC1C=CS(=O)(=O)C1 (stereo not given) | 14 | 2 | -9 | 5 | -1 | 8 | 0 | 15 | -1.1
Cc1c(C(=O)NN2CCOCC2)cccc1[N+](=O)[O-] | 4 | 5 | -11 | -3 | 2 | -1 | 4 | 15 | 0.7
Cc1cc(NC(=O)c2cc(C(C)C)on2)nn1Cc1ccc(Cl)cc1 | 28 | 22 | -66 | -3 | -3 | -10 | 2 | 33 | 0.2
Cc1ccc(NC(=O)CN(C)C(=O)Cc2ccccc2F)cc1 | 0 | 17 | 21 | -4 | -6 | 15 | 2 | -7 | 0.1
CCOC(=O)c1ccc(NC(=O)CN2CCN(C(=O)C3CCCO3)CC2)cc1 (stereo not given) | 7 | 5 | -8 | -5 | -3 | -6 | 0 | 3 | -0.2
CCOC(=O)c1ccc(NC(=O)Cn2nnc(-c3ccccc3)n2)cc1 | 1 | 18 | -3 | 0 | -1 | -2 | 2 | 2 | 2.3
CSCCC1NC2(C(=O)Nc3c(Cl)cccc32)[C@@H]2C(=O)N(C3CCCC3)C(=O)[C@H]12 (stereo not given in full) | 23 | 9 | 6 | -3 | -2 | 16 | 0 | 11 | 1.7
O=C(Nc1ccccc1N1CCN(c2ccccc2)CC1)C12CC3CC(CC(C3)C1)C2 | 24 | 5 | 2 | -6 | -2 | 6 | 1 | 24 | 1.8
OCC[C@H]1C[C@H](O)[C@@H](O)[C@]2(Cc3ccccc3CO2)O1 | 8 | 21 | 6 | -1 | 0 | 6 | -3 | 19 | -0.2
O=C(Cn1cccc1C(=O)c1ccccc1)NCCCN1CCc2ccccc2C1 | -6 | 10 | 2 | -1 | 0 | 1 | -2 | -8 | -0.7
CCCc1n[nH]c(=O)[nH]1 | 10 | 1 | 0 | -1 | -1 | 5 | 1 | 1 | -2.0
Cc1c(Cl)cccc1NC(=O)CSc1nncn1-c1ccccn1 | -9 | 19 | 5 | -6 | -1 | -4 | -1 | -2 | 0.5
CCOC(=O)c1cn[nH]c1NC(=S)Nc1ccc(Cl)cc1 | 20 | 16 | 11 | -3 | -1 | 40 | 3 | 41* | 66*
O=S(=O)(c1ccc(OCC(O)CN2CCN(c3ccccc3)CC2)cc1)N1CCOCC1 (stereo not given) | 5 | -2 | 17 | 2 | -3 | 2 | -2 | -4 | 0.4
O=C(CN1C(=O)c2ccccc2C1=O)OCC(=O)N1CCCCC1 | -3 | 3 | 6 | -1 | 1 | -6 | -1 | 0 | 0.1
Cc1cc(C(=O)Cn2cnc3ccccc3c2=O)c(C)n1C1CC1 | 22 | 33 | 13 | -5 | 1 | 0 | -2 | 2 | -0.3
O=C(Nc1cc(S(=O)(=O)Nc2ccc(Cl)cc2)ccc1N1CCCCC1)c1ccc(F)cc1Cl | 28 | 12 | -4 | -1 | -6 | 9 | 21* | 10 | 11
CCOC(=O)N1CCN(Cc2nc(-c3ccc(Cl)cc3)no2)CC1 | 12 | -15 | -12 | -1 | 0 | 1 | 0 | 20 | -7.3
NNC(=O)CCN1CCCCC1 | 11 | 1 | -5 | -5 | -2 | 1 | 1 | -13 | 0.7
COc1ccccc1/C=C1\SC(=S)N(CCC(=O)Nc2cc(C)on2)C1=O | 2 | 17 | 9 | -2 | 0 | -1 | -5 | -23 | 1.1
COc1ccc(C(C(=O)NC2CCCCC2)N(C(=O)c2cccs2)c2ccc3c(c2)OCO3)cc1 (stereo not given) | 3 | 5 | 19 | -8 | -3 | -4 | -2 | -4 | -0.3
C=C1CCN([C@@H](Cc2ccccc2)C(=O)NCc2ccccc2)S(=O)(=O)c2ccccc21 | 29 | -6 | -24 | 2 | 1 | 20 | 4 | 24 | 0.0
COc1ccccc1CNC(=O)Cc1ccc(C)cc1 | 5 | 4 | 5 | 0 | 0 | 8 | 0 | 11 | 0.6
Cc1cc(NC(=O)CSc2nc(-c3ccccc3Cl)nc3c2c(=O)n(C)c(=O)n3C)no1 | -16 | -1 | 31 | -2 | 1 | 6 | 0 | -1 | 0.5
COc1ccc(S(=O)(=O)NC2CC3CCC2C3)cc1Cl (stereo not given) | -11 | 11 | -17 | -5 | -4 | -44 | 0 | -56 | -1.6
O=C(O)Cn1nnc(-c2cccs2)n1 | 16 | 1 | 0 | 2 | -1 | -5 | -2 | 3 | -6.0
Cc1ccc(-n2nc3c(=O)n(CCCC(=O)NC4CCC(C)CC4)nc(C)c3c2C)cc1 (stereo not given) | 7 | 2 | 6 | -2 | -7 | 6 | 1 | 2 | 0.6
CCN(CC)c1ccc(NC(=S)Nc2ccc(F)cc2)cc1 | 14 | 37 | -14 | -3 | -5 | 22 | -14 | 11 | 1.6
Cc1ccc(-c2nn(-c3ccccc3)cc2C(=O)NCC2CCCO2)cc1 (stereo not given) | 29 | 15 | 6 | 0 | 2 | 1 | -3 | 13 | -0.6
COc1cccc(NC(=O)Cn2c3ccc(F)cc3c3nc4n(c(=O)c32)CCCS4)c1 | -5 | 1 | -8 | 1 | -2 | 2 | 3 | -4 | 5.2
CCCc1cc(=O)[nH]c(SCC(=O)Nc2cccc3ccccc23)n1 | 11 | -4 | 16 | -2 | -1 | 1 | 2 | 5 | -0.5

Assay outcomes (PubChem)
